Screens: PubChem, National Center for Advancing Translational Sciences (NCATS)
CHX counter – Cycloheximide Counterscreen for Small Molecule Inhibitors of Shiga Toxin. cell reporter, cycloheximide protein synthesis inhibition counterscreen. AID 2314, 2010. 300,000 tested, 12% active. max response, %; in the data active = max response mostly above about 13%, no sharp cut-off; inactive = mostly below about 14%; also: read at 38.3 µM for the half of the compounds with a filed dose; 0% is about no effect
Pf growth 96h – Primary qHTS for delayed death inhibitors of the malarial parasite plastid, 96 hour incubation. 320,000 tested, 6.9% active. P. falciparum luciferase reporter growth, 96 h. AID 504834, 2011. Potency, µM (top dose mostly 28.7 µM), for inactives: at the top dose activity change, negative = inhibition, actives largely listed as inhibitors; also: potency is read from the fitted curve at half-maximal effect; % is scaled to controls: 0 for no effect and ±100 for the full control effect
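Two parasite generations (96 h, 37 C, 5% CO2) of compound exposure in infected erythrocytes (0.05% parasitemia, 2% hematocrit). Luciferase-reporter P. falciparum; decreased luminescence indicates inhibited growth, aimed at apicoplast-acting delayed death.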
AmpC inh no detg – qHTS Inhibitors of AmpC Beta-Lactamase (assay without detergent); P00811; 330,000 tested, 0.52% active; AmpC nitrocefin hydrolysis, absorbance 480 nm, 0.0001% Triton; Potency, µM (titrated, usually from 57.1 µM), for the others: at the top dose activity change, negative = inhibition, hits mostly inhibitors;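 also: potency is read from the fitted curve at half-maximal effect; plate controls were no compound for no effect and no enzyme for full effect; nearly all actives have a fitted effect of over 20% in size; some results filed as inactive show a strong effect at the top dose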
Target sequence (P00811 whole entry, looked up): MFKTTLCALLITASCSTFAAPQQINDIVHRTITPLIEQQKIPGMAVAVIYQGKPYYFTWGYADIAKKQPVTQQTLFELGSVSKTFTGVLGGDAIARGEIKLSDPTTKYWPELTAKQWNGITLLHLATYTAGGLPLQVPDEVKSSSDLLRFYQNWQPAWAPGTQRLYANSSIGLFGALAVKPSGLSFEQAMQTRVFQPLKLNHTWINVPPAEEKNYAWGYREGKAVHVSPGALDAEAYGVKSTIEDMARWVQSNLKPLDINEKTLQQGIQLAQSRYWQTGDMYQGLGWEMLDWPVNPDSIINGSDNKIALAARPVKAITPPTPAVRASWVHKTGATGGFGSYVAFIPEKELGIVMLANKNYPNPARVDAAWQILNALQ
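20 mM phosphate pH 7.0 + 0.01% (detergent screen) or 0.0001% Triton X-100; 5.3 nM AmpC reagent; cpd preinc 15 min RT; nitrocefin (800 uM stock) to start; A480 q20 s × 4 min; Activity was normalised to no-enzyme and no-compound control wells.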
Shiga inhibitor – A qHTS for Small Molecule Inhibitors of Shiga Toxin; Vero cells, Shiga toxin protein synthesis inhibition reporter; inhibition, % at 38.7 µM; 290,000 tested, 9.2% active; AID 2315, 2010; in the data active = inhibition mostly above about 28%, no sharp cut-off; inactive = mostly below about 43%; also: 0% is about no effect
Pf growth 48h – Primary qHTS for delayed death inhibitors of the malarial parasite plastid, 48 hour incubation; 310,000 tested, 5.9% active; AID 504832, 2011; Potency, µM (doses to about 28.7 µM), without a hit: top-dose activity change, negative = inhibition, actives largely listed as inhibitors; P. falciparum luciferase growth in erythrocytes, 48 h; also: potency is read from the fitted curve at half-maximal effect; % is scaled to controls: 0 for no effect and ±100 for the full control effect
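In quantitative HTS format, infected erythrocytes bearing luciferase-reporter parasites were treated for a single generation at 37 C. Luminescence after adding detection reagent served as the growth measure.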
LmPK inhibitor – qHTS Assay for Inhibitors of Leishmania Mexicana Pyruvate Kinase (LmPK). Q27686. purified LmPK, Kinase-Glo ATP luminescence, 1 h. Potency, µM (doses to about 57.5 µM), for the others: top-dose activity change, negative = inhibition, usual class: inhibitors. 290,000 tested, 0.37% active. AID 1721, 2009; also: potency is read from the fitted curve at half-maximal effect; % is scaled to controls: 0 for no effect and ±100 for the full control effect
Target sequence (Q27686 whole entry, looked up): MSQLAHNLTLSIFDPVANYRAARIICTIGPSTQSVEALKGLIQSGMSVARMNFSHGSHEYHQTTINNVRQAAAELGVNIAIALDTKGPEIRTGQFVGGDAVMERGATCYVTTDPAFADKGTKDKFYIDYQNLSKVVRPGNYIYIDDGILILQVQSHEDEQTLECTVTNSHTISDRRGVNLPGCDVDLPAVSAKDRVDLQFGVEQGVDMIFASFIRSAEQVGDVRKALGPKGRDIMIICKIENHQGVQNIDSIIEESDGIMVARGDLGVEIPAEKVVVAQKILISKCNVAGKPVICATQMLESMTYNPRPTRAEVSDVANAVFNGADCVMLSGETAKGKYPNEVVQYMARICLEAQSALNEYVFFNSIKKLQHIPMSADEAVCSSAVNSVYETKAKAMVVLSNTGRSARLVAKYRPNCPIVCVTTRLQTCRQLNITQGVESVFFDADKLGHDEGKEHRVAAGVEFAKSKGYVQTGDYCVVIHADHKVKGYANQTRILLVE
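Screened at intermediate enzyme activity to detect both inhibitors and activators: LmPK at 0.1 nM, with a 0.5 nM enzyme column as activation reference. PEP 0.5 mM, ADP 0.1 mM; ATP detected by luminescence after 1 h.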
Tb PYK inh – qHTS of Trypanosoma Brucei Inhibitors; pyruvate kinase (Trypanosoma brucei), Q57TT1; TbPYK enzyme, Kinase-Glo Plus ATP luminescence, 45 min; Potency, µM (titrated, usually from 76.8 µM), for inactives: top-dose activity, negative = inhibition, actives largely listed as inhibitors; 410,000 tested, 0.12% active; AID 624173, 2012; also: potency is read from the fitted curve at half-maximal effect; % is scaled to controls: 0 for no effect and ±100 for the full control effect; nearly all actives have a fitted effect of over 50% in size
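Luminescent Kinase-Glo Plus end-point after 45 min room-temperature reaction of T. brucei pyruvate kinase started with 130 uM ADP (final). Buffer TEA 50 mM pH 7.2 with KCl, MgCl2, BSA, Tween-20; titration-based qHTS with fitted concentration-effect curves.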
* marks the source's active call; other numbers are inactive results; ? = inconclusive; nt = no result given; [ ] = dose if it differs, or a comment. Unless noted, calls follow the shape of the dose curve; as a rule, active = well fitted curve in the direction sought with a large enough effect; inconclusive = small, poorly fitted or top-dose-only effect, or another doubt; inactive = no such curve, though single readings can be large; an effect the other way counts as inactive or inconclusive.

item	Compound	CHX counter	Pf growth 96h	AmpC inh no detg	Shiga inhibitor	Pf growth 48h	LmPK inhibitor	Tb PYK inh
1	Nc1nc(-c2ccc(NC(=O)c3ccco3)cc2)cs1	17*	123%[activator]	-33%	40*	11%	-18%	1%
2	N/C(=N\OCC(=O)Nc1ccccc1)c1nonc1N	12	59%[activator]	-19%	3	0%	1%	-2%
3	COc1ccc(N2CCN(C(=O)c3ccc(C)cc3)CC2)c([N+](=O)[O-])c1	-2	-8%	24%	-4	-12%	0%	-3%
4	Cn1nc2c3ccccc3n(Cc3ccccc3)c2nc1=S	41*	-23%	-23%	121*	15%	1%	-3%
5	CC1CCCC(C)N1/N=C/c1cc(Br)c(O)c(Br)c1 (stereo not given)	-4	26%	-12%	2	17%	-5%	nt
6	CCCCc1c(O)nc(SCC(=O)c2ccccc2)n(-c2ccccc2)c1=O	13	31%[activator]	-42%	38	10%	0%	-8%
7	O=C(CSc1nnc(-c2ccccn2)n1Cc1ccco1)c1ccc(-c2ccccc2)cc1	-2	1%[5.75 µM]	-28%	9	-8%	5%	-10%
8	CCC(Oc1cccc(Cl)c1)C(=O)N1CCCN(C)CC1 (stereo not given)	-4	62%[activator]	3%	-11	12%	-6%	0%
9	C/C(=N\NC(=O)C1(C)CC1(Br)Br)c1ccc(NC(=O)c2ccc(C)o2)cc1 (stereo not given)	24*	9.3µM*	-51%	54*	?	0%	2%
10	O=C(CC1S/C(=N/N=C2CCCCCC2)NC1=O)Nc1ccc(Br)cc1F (stereo not given)	7	-4%	29%	-29	5%	-10%	5%
11	O=C(CCCCCn1c(=O)[nH]c2ccccc2c1=O)NCCCN1CCN(c2ccccc2F)CC1	7	12%	122%[activator]	48	nt	0%	-5%
12	CN1C(=O)NC(c2ccc(O)cc2)C2=C1CN(c1ccccc1)C2=O (stereo not given)	-1	4%	-9%	14	8%	3%	-13%
13	CCOc1ccc(N2C(=O)c3cccnc3C2Nc2ccc(OC)cc2)cc1 (stereo not given)	-4	54%[activator]	17%	-11	?	1%	-6%
14	CCOc1ccc(/C=C(\C#N)C(=O)Nc2ccccn2)cc1	2	?	-9%	-2	15%	-3%	0%
15	O=C(COc1nsnc1N1CCOCC1)Nc1ccc([N+](=O)[O-])cc1	-2	-22%	-23%	-18	5.2µM*	-3%	5%
16	COc1ccc(-n2c(=O)c3ccccc3n(CC(=O)NC3CCCC3)c2=O)c(OC)c1	4	35%[activator]	-14%	16	11%	-1%	-13%
17	Cc1cc(OCC(=O)NCC(O)c2ccccc2)c2c(C)c(C)c(=O)oc2c1 (stereo not given)	9	?	53%	1	?	1%	5%
18	O=C(COC(=O)CCc1ccccc1)NC(c1ccccc1)c1ccccc1	0	32%[activator]	-16%	1	3%	1%	1%
19	C=CCN1C(=O)CSc2ccc(C(=O)NCCC3=CCCCC3)cc21	5	2%	-24%	-5	nt	4%	-3%
20	CC(C)(C)NC(=O)C(c1ccncc1)N(C(=O)Cn1nnc(-c2ccc(F)cc2)n1)c1cccc(F)c1 (stereo not given)	29*	0%	-20%	56	?	1%	-1%

Going on with the list:
item	Compound	CHX counter	Pf growth 96h	AmpC inh no detg	Shiga inhibitor	Pf growth 48h	LmPK inhibitor	Tb PYK inh
21	CC(=O)c1nn(-c2cccc(Br)c2)cc1C(=O)c1ccc(Br)cc1	2	?	nt	9	3%	2%	0%
22	CCOC(=O)/C(=C\c1ccc([N+](=O)[O-])cc1)C(=O)c1cc(C(C)=O)c(Nc2ccccc2)s1	-4	?	-40%	-4	?	0%	-1%
23	Cc1ccc(CN2C(=O)N/C(=C\c3ccc(-c4ccc(C(=O)O)cc4C)o3)C2=O)cc1	-2	?	-33%	-14	?	2%	-1%
24	O=c1[nH]c(=S)n(C2CC2)c(O)c1/C=N/Nc1cccc2ccccc12	25*	-98%	-24%	72*	11%	-2%	-7%
25	O=c1c2cn[nH]c2nc(SCc2ccccc2F)n1-c1ccc(Br)cc1	-3	38%[activator]	11µM*	-10	?	11%	-1%
26	C/C(=C\C(=O)c1ccc(C)o1)Nc1ccc2c(c1)OCO2	23*	31%	-14%	49*	-11%	-2%	-3%
27	N#CCSc1nc2ccccc2c(=O)n1-c1ccccc1	-2	nt	-9%	-12	-20%	1%	0%
28	Cc1ccc(CC(=O)N2CCN(C(=O)c3ccco3)CC2)cc1	1	100%[activator]	-3%	18	?	1%	3%
29	Cc1ccc(-c2nnn(CC(=O)N(c3ccc(F)cc3)C(C(=O)NC3CCCC3)c3ccncc3)n2)o1 (stereo not given)	-5	?	-11%	6	23%	-1%	3%
30	CC(=O)Nc1c(-c2ccc(Cl)cc2)c(=O)c2ccccc2n1C	-3	7%	-9%	-6	nt	-1%	1%
31	CCN(CC)CCn1c(=N)n(CCO)c2ccccc21	-3	?	-14%	10	-10%	-11%	2%
32	Cc1ccc(-n2cc(-c3ccccc3)c3c(N4CCN(C)CC4)ncnc32)cc1	-6	-27%	4%	-5	?	12%	0%
33	Cc1cc(N2CCCC2=O)cc(C)c1CN1C(=O)c2ccccc2C1=O	27*	nt	-17%	15	18%	0%	0%
34	CCn1cc(C(=O)N[C@@H](C)C(=O)NCCCO)c(=O)c2cc3c(cc21)OCO3	3	6%	-3%	3	29%	6%	-5%
35	COc1ccc(Cl)cc1NC(=O)NCc1ccc2c(c1)OCO2	17	199%[activator]	-33%	20	6%	-3%	3%
36	Cc1ccc(C2(c3noc(CN(C)CCCN4CCOCC4)n3)CCCC2)cc1	2	8.3µM*	219%[activator]	-6	-9%	-1%	nt
37	O=C(NCc1ccco1)c1cc(S(=O)(=O)N2CCOCC2)ccc1Cl	6	10%	-27%	-3	-8%	2%	-1%
38	CC1CCC(NC(=O)CNC(=O)Cc2cccc3ccccc23)CC1 (stereo not given)	1	15%	29%	1	-3%	5%	0%
39	COc1cccc(-c2cccc(NC(=O)C3CCN(C4CCOCC4)CC3)c2)c1	1	-25%	4%	6	-10%	5%	-23%
40	CCOC(=O)CC(NC(=O)c1ccccc1F)c1ccc(C)cc1 (stereo not given)	4	47%[activator]	-9%	-10	26%	6%	3%

4 compounds from above with just Pf growth 48h, CHX counter and Tb PYK inh:
| item | Molecule | Pf growth 48h | CHX counter | Tb PYK inh |
| --- | --- | --- | --- | --- |
| 29 | Cc1ccc(-c2nnn(CC(=O)N(c3ccc(F)cc3)C(C(=O)NC3CCCC3)c3ccncc3)n2)o1 (stereo not given) | 23% | -5 | 3% |
| 25 | O=c1c2cn[nH]c2nc(SCc2ccccc2F)n1-c1ccc(Br)cc1 | ? | -3 | -1% |
| 21 | CC(=O)c1nn(-c2cccc(Br)c2)cc1C(=O)c1ccc(Br)cc1 | 3% | 2 | 0% |
| 27 | N#CCSc1nc2ccccc2c(=O)n1-c1ccccc1 | -20% | -2 | 0% |

Part of the list above, with two lines to a compound.
Fields – CHX counter	Pf growth 96h	AmpC inh no detg	Shiga inhibitor	Pf growth 48h	LmPK inhibitor	Tb PYK inh
(27) N#CCSc1nc2ccccc2c(=O)n1-c1ccccc1
→ -2	nt	-9%	-12	-20%	1%	0%
(28) Cc1ccc(CC(=O)N2CCN(C(=O)c3ccco3)CC2)cc1
→ 1	100%[activator]	-3%	18	?	1%	3%
(29) Cc1ccc(-c2nnn(CC(=O)N(c3ccc(F)cc3)C(C(=O)NC3CCCC3)c3ccncc3)n2)o1 (stereo not given)
→ -5	?	-11%	6	23%	-1%	3%

Random excerpt: 3 records from the list
item	Compound	CHX counter	Pf growth 96h	AmpC inh no detg	Shiga inhibitor	Pf growth 48h	LmPK inhibitor	Tb PYK inh
21	CC(=O)c1nn(-c2cccc(Br)c2)cc1C(=O)c1ccc(Br)cc1	2	?	nt	9	3%	2%	0%
23	Cc1ccc(CN2C(=O)N/C(=C\c3ccc(-c4ccc(C(=O)O)cc4C)o3)C2=O)cc1	-2	?	-33%	-14	?	2%	-1%
32	Cc1ccc(-n2cc(-c3ccccc3)c3c(N4CCN(C)CC4)ncnc32)cc1	-6	-27%	4%	-5	?	12%	0%

Additional entries follow:
item	Compound	CHX counter	Pf growth 96h	AmpC inh no detg	Shiga inhibitor	Pf growth 48h	LmPK inhibitor	Tb PYK inh
41	CCOP(=O)(OCC)C(O)c1cccc([N+](=O)[O-])c1 (stereo not given)	-1	-27%	1%	-8	-2%	-3%	6%
42	O=C(OCc1ccc([N+](=O)[O-])cc1)C1CC(=O)N(c2ccccc2)C1 (stereo not given)	6	nt	-18%	-5	9%	-1%	1%
43	N#Cc1ccc(CN2CCN(C(=O)c3cn(Cc4ccccc4)nc3-c3cccnc3)CC2)cc1	nt	?	179%[activator]	nt	-24%	nt	1%
44	CC(C)Cc1nnc(NC(=O)CSc2nc(O)c(-c3ccccc3)c(=O)[nH]2)s1	-4	?	-33%	31	12%	1%[11.5 µM]	5%
45	Cn1nc(C(=O)NC2CCC(O)CC2)c2ccccc2c1=O (stereo not given)	nt	2%	-19%	nt	2%	nt	-7%
46	COc1ccc(CN2CCNC(=O)C2CC(=O)NCc2cnn(C)c2)cc1OC (stereo not given)	1	?	-2%	-4	38%[activator]	-2%	4%
47	O=C(CCCOc1ccccc1)N1CCN(c2ccccn2)CC1	27*	?	32%	115*	176%[activator]	-12%	-2%
48	O=C(Nc1ccccc1[N+](=O)[O-])C1COc2ccccc2O1 (stereo not given)	27*	12µM*	-29%	38*	133%[activator]	-7%	-2%
49	COC(=O)c1ccc(S(=O)(=O)NCc2ccc(S(N)(=O)=O)cc2)n1C	-1	?	33%	-4	25%	0%	-3%
50	CCCc1cc(=O)n2[nH]c(NCc3ccc(OC)c(OC)c3)nc2n1	-5	10%	-20%	-3	10%	2%	5%
51	Fc1ccc(Cn2cnc3ccccc32)cc1	-2	67%[activator]	-5%	12	nt	0%	6%
52	Cc1cc(C)n2nc(SCC(=O)NC3CCCCC3)nc2n1	14	13µM*	-12%	7	-1%	3%	-11%
53	COc1ccc(S(=O)(=O)NCC2CCCN(Cc3ccc(O)cc3)C2)cc1 (stereo not given)	-3	24%	-17%	-3	?	3%	6%
54	Cc1nc(CC(=O)Nc2nc(-c3ccccc3)cs2)cs1	29*	?	-22%	80*	45%[activator]	-6%	-3%
55	O=C(CCSCCc1ccccn1)Nc1nccs1	-1	-2%	-13%	13	nt	-2%	5%
